HepG2 viability = counter-screen for TGF-b inhibitors: cytotoxicity in HepG2 cells. AID 588856. hit rate 0.76% among 410,000. Potency, µM (doses to about 46.1 µM), for the others: at the highest dose activity change, negative = cytotoxicity, usual class: cytotoxic. HepG2 CAGA-GFP viability, ATP luminescence, 18 h; further: potency means the concentration at half of the fitted maximal effect; some results filed as inactive show a strong effect at the top dose
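CellTiter-Glo luminescence gave cytotoxicity after 18 hours at 37 degrees C. The cells were HepG2 CAGA-GFP in 1% FBS DMEM, stimulated with 500 pg/mL TGF-beta after compound addition. %Activity was normalised to no-cell wells (complete cell-killing) and DMSO (no toxicity), and curves were fitted and classified.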
Nrf2 activator = Nrf2 pathway activation; AREc32 ARE-luciferase reporter (MCF7-derived line), luminescence, 24 h; Potency, µM (titrated, usually from 46.1 µM), inactives show top-dose activation, most hits filed as activators; hit rate 0.31% among 410,000; further: potency means the concentration at half of the fitted maximal effect; % of control where 0% means no effect; nearly all actives have a fitted effect of over 65% in size
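Each well held 1000 AREc32 cells, which were incubated with compound for 24 hr at 37 deg C after overnight attachment, and ARE reporter activity was quantified by firefly luciferase luminescence.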
MCF10A rerep = inducers of DNA re-replication in MCF 10A breast cells; MCF 10A DNA re-replication, Hoechst nuclear intensity, 48 h; Potency, µM (top dose mostly 46.1 µM), without a hit: top-dose activity, positive = re-replication, hits mostly activators; hit rate 2.9% among 350,000; AID 624296; further: potency means the concentration at half of the fitted maximal effect; % of control where 0% means no effect; nearly all actives have a fitted effect of over 50% in size
TGFb SMAD3 inh = blocks TGF-b signaling; hit rate 1.2% among 410,000; Potency, µM (highest dose often 46.1 µM), without a hit: at the top dose activity, negative = inhibition, actives largely listed as inhibitors; HepG2 CAGA-GFP TGF-b/SMAD3 reporter, GFP fluorescence, 18 h; TGF-beta stimulated, 500 pg/mL final; further: potency means the concentration at half of the fitted maximal effect; on the % scale 0 is the no-effect control and ±100 the full control effect; nearly all actives have a fitted effect of over 65% in size
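GFP signal (ex488/em500-530) from TGF-beta-stimulated HEPG2 CAGA-GFP cells, 500 pg/mL final, 18 h at 37 degrees C in DMEM plus 1% FBS, normalized to unstimulated and DMSO-stimulated controls.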
ATXN2 expr inh = ATXN2 expression inhibition | Potency, µM (doses to about 57 µM), for inactives: top-dose activity change, negative = inhibition, actives largely listed as inhibitors | HEK-293 ATXN2-luciferase reporter, luminescence, 24 h | hit rate 0.72% among 360,000 | AID 1745845; further: potency means the concentration at half of the fitted maximal effect; on the % scale 0 is the no-effect control and ±100 the full control effect; nearly all actives have a fitted effect of over 55% in size
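ATXN2-luciferase reporter cells (luciferase flanked by upstream and downstream ATXN2 gene portions) were treated 24 h at 37 °C with compounds at up to 57 uM. SteadyGlo luminescence gave expression; GF-AFC fluorescence gave viability.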
A549 viability = A549 cytotoxicity, counter-screen for Nrf2 inhibitors | AID 504648 | Potency, µM (top dose mostly 46 µM), without a hit: at the top dose activity change, negative = cytotoxicity, most hits filed as inhibitors | hit rate 0.16% among 390,000 | A549 ARE-Fluc cells, CellTiter-Fluor viability, 18-24 h; further: potency means the concentration at half of the fitted maximal effect; on the % scale 0 is the no-effect control and ±100 the full control effect
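Cytotoxicity counterscreen: CellTiter-Fluor fluorescence was measured in A549 ARE_Fluc cells after 18-24 h of compound exposure in a concentration series. The subsequent BugLite luminescent read reports ARE-luciferase activity.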
Nrf2 block = inhibitors of Nrf2 signaling; Potency, µM (highest dose often 46 µM), inactives show at the top dose activity change, negative = inhibition, actives largely listed as inhibitors; AID 504444; hit rate 2.1% among 360,000; A549 ARE-Fluc reporter, luciferase luminescence, 18-24 h; further: potency means the concentration at half of the fitted maximal effect; on the % scale 0 is the no-effect control and ±100 the full control effect; nearly all actives have a fitted effect of over 60% in size
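A549 ARE_Fluc cells (5000/well, 5% FBS OPTI-MEM) pre-incubated 2 h, then treated with compounds 18-24 h at 37C/5% CO2 in concentration-response. CellTiter-Fluor viability read first; BugLite luciferase luminescence after 15 min at room temperature gives Nrf2 activity.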
S2 tox = viability counter-screen for ATXN expression inhibitors; hit rate 0.49% among 400,000; Potency, µM (top dose mostly 56.7 µM), most hits filed as cytotoxic; S2 cells (HEK-293 line with an ATXN2-luciferase reporter) viability, CellTiter-Fluor protease fluorescence, 24 h; further: potency means the concentration at half of the fitted maximal effect; nearly all actives have a fitted effect of over 40% in size
IL-1B inflam inh = inflammasome signaling inhibition, IL-1 beta readout; THP-1 LPS/ATP IL-1B secretion, AlphaLISA, 16 h; stronger effect = lower value; activity change, % at 57.5 µM; hit rate 4.7% among 360,000; in the data active means activity change below about -50%; inconclusive means mostly about -30% to -49%; further: on the % scale 0 is the no-effect control and ±100 the full control effect
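Secreted IL-1B measured by AlphaLISA bead assay after 16 h compound exposure of THP-1 cells; compounds (final up to 57.5 uM) added 1 h before LPS (250 ng/mL) and ATP (1.25 mM) stimulation; lower signal means less secretion.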
* marks the source's active call; other numbers are inactive results; i = inactive; ? = inconclusive; · = not tested or not shown; & = joins results of further samples; [ ] = another dose, or the depositor's remark. Unless noted, the call rests on the fitted dose curve; in most records, active means well fitted curve in the direction sought with a large enough effect; inconclusive means small, poorly fitted or top-dose-only effect, or another doubt; inactive means no such curve, though single readings can be large; an effect the other way counts as inactive or inconclusive.

SMILES	HepG2 viability	Nrf2 activator	MCF10A rerep	TGFb SMAD3 inh	ATXN2 expr inh	A549 viability	Nrf2 block	S2 tox	IL-1B inflam inh
CCc1ccc(OCC(=O)NN2Cc3ccccc3C2=N)cc1	-18%	-0.5%	-1%	3%	5%	25%	16%	i	9
COC1(c2cc(-c3ccccc3)nc(N)n2)CCCCC1	4%	-0.1%	?	?	13%	-2%	·	i	46
O=C(/C=C/c1c(F)cccc1Cl)Nc1ncccn1	15%	7.9µM*	2%	-6%	36%[activator]	-5%	?	i	-8
COc1ccc(OCC(=O)N2CCN(c3nnc(-c4ccc(C)cc4)c4ccccc34)CC2)cc1	3%	0.3%	14%	-27%	?	-28%	?	?	-84*
COc1ccc(CCNC(=O)CS(=O)(=O)Cc2nc(-c3cccc(Cl)c3)oc2C)cc1OC	-5%	0.2%	·	-29%	4%	-15%	-22%	i	·
COc1ccc(-c2ccc(CN3C(C)C(=O)N(Cc4cn(CCC5OCCCO5)nn4)CCS3(=O)=O)cc2)cc1 (stereo not given)	-19%	3.1%	·	21%	6%	·	·	?	14
CCOC(=O)C1=C(CCl)NC(=O)NC1c1ccc2c(c1)OCO2 (stereo not given)	-47%	21%	?	?	-22%	-18%	15µM*	i	-100*
Cc1cc(C)nc(-n2ncc(C#N)c2N)n1	4%	-0.2%	-3%	15%	8%	0%	-2%	i	38
O=C(O)CCC(=O)Nc1ccc(Oc2ncnc3cc(Cl)ccc23)nc1	17%	-0.3%	-1%	19%	12%	2%	?	i	12
NNC(=O)c1ccccc1-n1cccc1	0%	0.7%	5%	2%	0%	4%	-6%	i	2
COC(=O)C1=NN(C(C)(C)CC(C)=O)C2C(=O)N(C3CCCCC3)C(=O)C12 (stereo not given)	13%	1.8%	6%	-2%	·	-4%	3%	i	21
COc1ccc(NC(=O)CCS(=O)(=O)c2cc3c(cc2Cl)NC(=O)CO3)cc1OC	12%	-0.3%	6%	-1%	9%	4%	-7%	i	-23
CCCCC(CC)C(=O)Nc1ccccc1C(=O)NC(C)C (stereo not given)	-3%	0.0%	-3%	-3%	-10%	-15%	?	i	19
CCOc1ccc(C2C(C(=O)Nc3ccccc3OC)=C(C)Nc3c(C(=O)Nc4cccc(C)c4)cnn32)cc1 (stereo not given)	-1%	-0.4%	·	-10%	·	-4%	20%	·	·
C/C(=N\NC(=O)c1ccc(F)cc1)c1ccc(N2CCOCC2)cc1	-15%	2.1%	-1%	1%	22%	-3%	?	i	-15
O=C(NC1CC1)C1=COCCO1	3%	0.2%	-186%[0.0737 µM]	-9%	0%	4%	-1%	i	-3
CC(C)c1nnc(NC(=O)CCC(=O)Nc2ccc(Cl)cc2)s1	-7%	-0.5%	-1%	-11%	-1%	-1%	2%	i	22
O=C(c1ccc(NC(=O)C2(c3ccccc3)CCCC2)cc1)N1CCOCC1	-5%	0.5%	0%	-1%	-12%	2%	-14%	i	·
Cn1ccnc1Sc1cc(Cl)ccc1[N+](=O)[O-]	3%	-0.7%	-1%	-9%	-19%	-5%	-2%	i	2
COn1c(=O)c(-c2ccccc2)[n+]([O-])c2ccccc21	6%	0.0%	1%	0%	12%	-7%	-18%	i	-6
c1ccc2c(c1)oc1c(-c3cccc4nccn34)cccc12	-37%	-0.8%[9.22 µM]	·	?	-5%	·	·	?	12
O=C(Cc1cccc(C(F)(F)F)c1)Nc1ccc(S(=O)(=O)N2CCCC2)cc1	-38%	-0.7%	?	-26%	6%	-4%	-21%	i	?
CCCN(C(=O)C1CCN(S(=O)(=O)c2c(C)noc2/C=C/c2ccc(C)cc2)CC1)c1ccccc1F	-7%	3.2%	·	?	·	1%	·	·	·
Cc1cc(C)c2c(N)c(C(=O)Nc3ccccc3Cl)sc2n1	26%	6.2%	12µM*	7%	-8%	-12%	7%	i	35
C=CCc1cccc2cc(C(=O)N3CCN(C(=O)OCC)CC3)c(=O)oc12	-1%	0.2%	0%	-3%	4%	-1%	1%	i	-2
c1ccc(CNC2=NCCCC2)cc1	-1%	0.1%	-5%	7%	1%	0%	·	i	5
Cc1cc(C)cc(-n2c(SCC(=O)Nc3cccc(F)c3)nc3c([nH]c4ccccc43)c2=O)c1	1%	0.4%	·	7%	5%	1%	·	i	·
CC1=C(C(=O)NCc2ccc3c(c2)OCO3)C2(CCC(C)CC2)OC1=O (stereo not given)	-2%	0.1%	4%	-2%	8%	-4%	14%	i	7
CN(C)S(=O)(=O)c1cc(NC(=O)c2ccc(-n3ccnc3)c([N+](=O)[O-])c2)ccc1Cl	-12%	2.8%	?	?	-30%	-6%	18µM*	i	-1
CCCCC1CC(C)(C(=O)CSc2nc3ccccc3s2)OC1=O (stereo not given)	-58%	4.8%	8%	?	2%	5%	·	i	14
O=c1ccc2c(o1)/C(=C/C=C(Cl)Cl)CCC2	-5%	?	15%	11%	-11%	-15%	-5%	i	-9
COc1cc(/C=C/C(=O)c2ccccc2O)cc(OC)c1OC	-63%	9.5%	?	?	-28%	-3%	-22%	i	-98*
O=C(CCC(=O)OCc1ccc(Cl)cc1)Nc1cccc([N+](=O)[O-])c1	-15%	-0.6%	-189%[0.0737 µM]	-12%	1%	-6%	-17%	i	6
Cc1nn(C)c(C)c1C1C(C#N)=C(N)OC2=C1C(=O)CC(C)(C)C2 (stereo not given)	-11%	1.7%	-3%	-21%	-20%	16%	11%	i	-6
CCC(=O)N1CCc2cc(S(=O)(=O)NC(C(=O)NCc3ccccc3Cl)C(C)C)ccc21 (stereo not given)	-4%	4.7%	·	19%	-2%	3%	-7%	i	·
Cc1nc(SCC(=O)c2ccc(F)cc2)c([N+](=O)[O-])[nH]1	13%	5.7%	-3%	5%	6%	-22%	13%	i	6
COc1ccc(CCNC(=O)c2cc3cc(Cl)ccc3nc2N)cc1OC	·	3.3%	·	·	-14%	·	·	i	9
COc1ccc(-n2c(=O)c3c4c(sc3n3c(SCCC(C)C)nnc23)COC(C(C)C)C4)cc1 (stereo not given)	-10%	-1.7%	·	19%	-3%	-1%	1%	i	·
CN(C)CCNC(=O)c1onc(CSc2ccncc2)c1C(=O)NCCN(C)C	3%	-1.7%	-1%	1%	6%	-13%	7%	i	-4
O=C(O)CC1(CC(=O)NCc2ccccn2)CCCCC1	18%	0.2%	0%	4%	·	-1%	3%	i	0
CCN(CC)C(=O)c1cc2sc3ccccc3c2s1	-26%	3.9%	6%	-7%	42%[activator]	-3%	?	i	-12
O=C(Nc1cccc(C(F)(F)F)c1)c1cccnc1	-1%	2.3%	-1%	-19%	-12%	8%	?	i	-3
CN1CCN(S(=O)(=O)c2cccc(C(=O)N(C)CC(=O)Nc3ccc(Cl)c(Cl)c3)c2)CC1	-20%	-0.6%	?	?	?	-8%	?	i	?
O=C(c1ccco1)N1CCN(C(=O)c2ccc(CS(=O)c3ccc(Cl)cc3)o2)CC1 (stereo not given)	-1%	-0.3%	-1%	1%	2%	-1%	14%	i	13
CCCCOC(=O)N1CCOCCOCCOCCOCC1	-10%	-0.4%	7%	-15%	-5%	0%	0%	i	-3
COc1ccc(COC[C@H](C)[C@H](O)[C@@H](C)[C@H]2OC(=O)[C@@H]2C)cc1	-14%&-1%	3.2%	18%	?	7%	2%&1%	3%&-5%	i	44
COc1ccc(O)c(C2NC(CC(C)C)(C(=O)O)C3C(=O)N(Cc4ccccc4)C(=O)C23)c1 (stereo not given)	16%	-0.4%	6%	3%	7%	1%	?	i	-15
O=C(N/N=C/c1ccc(N2CCCC2)c([N+](=O)[O-])c1)c1cccnc1	4%	3.6%	17%	20%	5%	-11%	11%	i	31
O=C(Cn1nnc(-c2cccs2)n1)NCc1ccccc1	-6%	2.3%	0%	4%	4%	7%	-9%	i	5
CCN(CC)S(=O)(=O)c1ccc(C(=O)Nc2nnc(-c3ccco3)o2)cc1	-46%	-0.3%	1%	-8%	·	-18%	?	i	26
CSc1oc(-c2ccc(F)cc2)nc1S(=O)(=O)c1ccc(Br)cc1	0%	-0.3%	·	0%	4%	-6%	5%[9.27 µM]	i	·
O=C(Nc1ccccc1C(F)(F)F)NC1CCCCCCC1	2%	-0.5%	-6%	9%	6%	-3%	·	i	22
CCCc1cc2c(cc1NC(=O)c1ccccc1Cl)OCO2	-18%	-0.6%	4%	4%	-13%	-2%	?	i	-12
Cc1ccc(NC(=O)C2C3C=CC4(CN(Cc5cccnc5)C(=O)C24)O3)cc1F (stereo not given)	-8%	-0.5%	1%	9%	5%	4%	8%	i	-11
Cc1nc(N)sc1-c1csc(Nc2cc(N(C)C)ccc2Cl)n1	-4%	4.5%	·	8%	7%	·	·	i	0
Cc1ccc2nc(N3CCN(C(=O)CCC(=O)O)CC3)nc(-c3ccccc3)c2c1	-1%	0.8%	21µM*	32%	·	19%	-6%	·	-7
COc1ccc(NC(=O)c2cc(S(=O)(=O)N3CCOCC3)cn2C)cc1Cl	-9%&-17%	2.2%&8.1%	-1%	3%&0%	7%	-7%&11%	2%&-9%	i	4
CC1CCc2c(sc3ncnc(N4CCOCC4)c23)C1 (stereo not given)	-30%	0.0%	18%	5%	18%	2%	?	i	5
